# Screens: PubChem BioAssay, The Scripps Research Institute Molecular Screening Center
# OX1R antag-1: OX1R (human) antagonism; inhibition, % at 6.6 µM; 330,000 tested, 1.8% active; AID 485270; O43613; OX1R-expressing cells, FRET antagonist read-out; in the data active means inhibition mostly above about 38%, no sharp cut-off; inactive means mostly below about 40%;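 further: 0% = agonist challenge alone and 100% = reference antagonist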
# Target sequence (O43613 whole entry, looked up): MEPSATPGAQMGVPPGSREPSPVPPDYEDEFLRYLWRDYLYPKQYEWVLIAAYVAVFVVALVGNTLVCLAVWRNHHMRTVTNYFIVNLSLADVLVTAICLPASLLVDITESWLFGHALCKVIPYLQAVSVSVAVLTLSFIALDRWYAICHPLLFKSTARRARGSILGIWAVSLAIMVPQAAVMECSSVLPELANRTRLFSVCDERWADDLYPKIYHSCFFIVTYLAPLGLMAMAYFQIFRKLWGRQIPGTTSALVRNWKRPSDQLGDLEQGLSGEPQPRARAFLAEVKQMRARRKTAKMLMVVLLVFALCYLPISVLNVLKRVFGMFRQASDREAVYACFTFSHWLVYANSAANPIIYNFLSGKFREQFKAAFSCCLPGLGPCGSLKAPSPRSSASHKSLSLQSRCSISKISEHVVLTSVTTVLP
# OX1R antag-2: antagonists of human orexin 1 receptor; CHO/OX1R cells, Fluo-8 calcium fluorescence, orexin A; 330,000 tested, 0.43% active; AID 434989; inhibition, % at 5 µM; O43613;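 active means inhibition above its plate's threshold, mean inhibition of all tested compounds on the plate plus 3 SD, cut at about 37% in these data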;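 further: 0% = orexin A challenge wells and 100% = SB-334867-A antagonist wells; not every result past the cut was called active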
# * hit, by the source's call. Compounds as they come; overall some 2.1% were active at least once.
nr	molecule	OX1R antag-1	OX1R antag-2
1	CSC(=O)CC(=O)NC(=O)c1ccccc1	4	-15
2	CCn1c(SCC(=O)N2c3ccccc3CCc3ccccc32)nnc1-c1ccc(OC)cc1	13	-21
3	COc1ccccc1N1CCN(c2ccc(Cl)nn2)CC1	6	-13
4	Cc1ccc(S(=O)(=O)CCC(=O)OCC(=O)N2c3ccccc3NC(=O)C2(C)C)cc1	16	-19
5	COc1ccc(C(CNC(=O)c2cccc(NS(=O)(=O)c3ccc(C)c(F)c3)c2)N2CCCC2)cc1 (centres undefined)	6	-32
6	O=C(O)/C=C/C(=O)NCCC1=CCCCC1	8	-9
7	COc1ccc(-c2cnnn2-c2ccc(NC(=O)c3ccc(S(=O)(=O)N4CCCCC4)cc3)cc2)cc1OC	7	1
8	COC(=O)CN=Cc1c(C)[nH]n(-c2ccccc2)c1=O	20	-14
9	Cc1cc(C)c2c(c1)cc(C)c1nnc(SCC(=O)Nc3ccccc3N3CCOCC3)n12	3	-31
10	O=C(COc1ccc(Cl)cc1)NNC(=O)CSc1nncs1	31	-13
11	Cc1cc(NC(=O)COC(=O)c2ccc([N+](=O)[O-])cc2Cl)no1	13	-26
12	CCc1cccc(Oc2nn[nH]n2)c1	2	-13

# The listing continues.
nr	molecule	OX1R antag-1	OX1R antag-2
13	COc1ccc(S(=O)(=O)N2CCCCC2)cc1NC(=O)c1ccco1	15	-22
14	Cc1nn(CC(=O)NCc2ccc(OC(C)C)cc2)c(=O)c2cc(-c3ccccc3)nn12	11	-14
15	COc1ccc(C2c3c(oc4ccccc4c3=O)C(=O)N2c2ccccn2)cc1OC (centres undefined)	9	-22
16	CN1C(=O)C(C)(C)c2cc(S(=O)(=O)N3CCCC3C(=O)NCc3ccccc3Cl)ccc21 (centres undefined)	5	-36
17	C=CCN(CC=C)C(=O)c1ccccc1NC(=O)c1ccccc1C	41	-18
18	CCOC(=O)/C(C#N)=C1/C=Nc2ccccc2N1	28	4
19	COc1ccccc1OCCNC(=O)C1CC(=O)N(Cc2ccccc2)C1 (centres undefined)	-1	-30
20	FC(F)(F)c1ccc(Cl)c(-n2c(Cc3cccs3)n[nH]c2=S)c1	16	-22
21	COC(=O)c1ccc(NC(=O)C2CCCO2)cc1 (centres undefined)	7	7
22	Cc1ccc(NC2=NC(c3ccc(F)cc3)n3c(nc(C)cc3=O)N2)cc1 (centres undefined)	3	-19
23	COc1cc2oc(=O)ccc2cc1[C@H](O)[C@@H](O)C(C)(C)O	7	-14
24	Cc1ccnc(SCCn2c(N3CC(C)OC(C)C3)nc3c2c(=O)n(C)c(=O)n3C)n1 (centres undefined)	-1	-4

# Overlap with the part before: three entries, then new ones.
nr	molecule	OX1R antag-1	OX1R antag-2
22	Cc1ccc(NC2=NC(c3ccc(F)cc3)n3c(nc(C)cc3=O)N2)cc1 (centres undefined)	3	-19
23	COc1cc2oc(=O)ccc2cc1[C@H](O)[C@@H](O)C(C)(C)O	7	-14
24	Cc1ccnc(SCCn2c(N3CC(C)OC(C)C3)nc3c2c(=O)n(C)c(=O)n3C)n1 (centres undefined)	-1	-4
25	CC(CCn1cccn1)NC(=O)c1cc(COc2ccc(F)cc2F)on1 (centres undefined)	8	-31
26	COc1cccc(CCNC(=O)CCc2nnc(-c3cc(C)oc3C)o2)c1	4	-21
27	Cc1cccc(N2CC(O)(c3cccs3)[N+]3=C2CCCC3)c1 (centres undefined)	4	-32
28	CN(CC(=O)NCCc1ccccc1)S(=O)(=O)c1cccc2nsnc12	54	-14
29	N/C(=N\OC(=O)COc1ccc2ccccc2c1Br)c1ccncc1	29	3
30	O=C(O)/C=C/C(=O)NC1CCC(CC2CCC(NC(=O)/C=C/C(=O)O)CC2)CC1 (centres undefined)	16	-2
31	O=C(OCc1nnc(-c2ccccc2)o1)c1ccc2c(c1)OCO2	25	-25
32	Cc1noc(C)c1COc1cccc(C(=O)Nc2ccccc2)c1	4	15
33	COc1ccc(CCN2CC(C(=O)Nc3cccc(C(C)=O)c3)CC2=O)cc1OC (centres undefined)	8	-19
34	Cc1ccc(-c2nnc(N3CCN(C(=O)CSc4ncn[nH]4)CC3)c3ccccc23)cc1	9	-24
35	COc1ccc([C@H]2/C=C\CN(C(=O)C3CC3)[C@@H](C)C(=O)N2Cc2ccc(F)cc2)cc1	36	-8
36	CCOc1ccccc1OCC(=O)NNC(=S)NC1CCCCC1	7	-4

# Remaining list, next part
nr	molecule	OX1R antag-1	OX1R antag-2
37	CCOc1ccc(N=C(NC#N)SC)cc1	7	-3
38	Cc1ccc(C(=O)NC(C)CCc2ccccc2)cc1S(=O)(=O)N1CCOCC1 (centres undefined)	7	-18
39	O=C(COc1ccc(Cl)cc1)NCc1n[nH]c(=O)c2ccccc12	7	-12
40	COc1ccc(-n2c(SCC(C)=O)nc3sc(C)c(C)c3c2=O)cc1	6	-24
41	Cc1ccc(C(=O)OCC(=O)Nc2ccccc2Cl)c(O)c1	12	-7
42	O=C(CN1CCC(NC(=O)C2CCCCC2)CC1)NCc1ccco1	15	-8
43	CCCn1c(SC(C(=O)Nc2cccc(OC)c2)c2ccccc2)nc2ccccc2c1=O (centres undefined)	15	-39
44	COC(=O)CNC(=O)C1Nc2ccccc2C2C=CCC12 (centres undefined)	10	5
45	COc1ccc(S(=O)(=O)N(CC(=O)NCC2CCCO2)Cc2ccccc2)cc1C (centres undefined)	11	-16
46	COc1ccccc1OCCCCNCCO	19	-11
47	CCOc1ccccc1C(=O)NCC(=O)OCC(=O)NCCc1ccc(S(N)(=O)=O)cc1	17	1
48	CCC1=Nc2cc(C(=O)NCCN3CCOCC3)ccc2Sc2ccccc21	1	-19

# Next section.
nr	molecule	OX1R antag-1	OX1R antag-2
49	C=CCN1C(=O)/C(=C\C(C)=C\c2ccccc2)SC1=S	10	-2
50	COc1ccc(C[C@H]2CN3C(=NC[C@@H]3Cc3ccccc3)N2CCNC(=O)c2ccc(C)c(Br)c2)cc1	6	1
51	Cc1ccc(CSc2nc3sc(C)c(C)c3c(=O)n2Cc2ccco2)cc1	11	-18
52	COc1ccc(N2CCN(C(=O)Cn3c(=O)[nH]c4ccccc4c3=O)CC2)cc1	19	-21
53	CCCn1nnc(NC(=O)COc2cc(C)ccc2C(C)C)n1	6	-16
54	COc1ccc(C(=O)N2CC(=O)Nc3ccccc32)cc1S(=O)(=O)N1CCCC1	5	1
55	CC(Sc1ccccc1)C(=O)NNC(=O)c1ccncc1 (centres undefined)	3	-10
56	CCC(=O)Nc1nnc(SCC(=O)Nc2ccc3c(c2)OCO3)s1	13	2
57	CC1CC(C)CN(CCCNC(=O)C2CCN(S(=O)(=O)N3CCCCC3)CC2)C1 (centres undefined)	11	-25
58	Cc1ccc(-n2nc(C)c(/C=N/n3c(C)n[nH]c3=S)c2Cl)cc1	-3	-7
59	Cc1ccc(C(=O)Nc2ccc(N3CCOCC3)cc2N2CCOCC2)cc1	15	-6
60	CCc1ccc(/C=C/c2c[nH]c3ccccc23)[n+](CC)c1	48	-9

# (continued)
nr	molecule	OX1R antag-1	OX1R antag-2
61	Cc1cc(C(=O)CSc2n[nH]c(N)n2)c(C)n1-c1cc(F)ccc1F	5	-9
62	Cc1cc(C(=O)COC(=O)c2ccc3c(c2)OCO3)c(C)n1Cc1cccs1	8	16
63	CCOc1ccc(NC(=O)c2cccc(NC3=NC4CS(=O)(=O)CC4S3)c2)cc1 (centres undefined)	0	-7
64	CC(=O)c1ccc(N2CCN(C(=O)/C=C/c3ccc4ccccc4n3)CC2)cc1	8	-26
65	O=C(CN(C(=O)Cn1nnc(-c2ccc(F)cc2)n1)c1ccc(F)cc1)NC1CCCC1	15	-27
66	COc1cc(C2C(C#N)=C(N)OC3=C2C(=O)CC(C)(C)C3)c([N+](=O)[O-])cc1OC (centres undefined)	37	-12
67	Cc1ccc(Oc2cnn(-c3ccccc3)c(=O)c2Br)cc1	18	-19
68	Cc1csc(NC(=O)C2CCN(C(=O)c3ccccc3C)CC2)n1	17	-12
69	CCOC(=O)C1=c2s/c(=C\c3ccncc3)c(=O)n2C(N)=C(C(=O)OC)C1c1ccncc1 (centres undefined)	7	-28
70	Cc1cccc(C(=O)N/N=C/c2ccncc2)c1	3	1
71	Cc1ccc(C2CC2/C(=N/O)c2ccc(F)cc2)cc1 (centres undefined)	29	1
72	CN1C(=S)SC(N(O)C(=O)Nc2ccccc2)C1(C)C (centres undefined)	9	-6

# Next part.
nr	molecule	OX1R antag-1	OX1R antag-2
73	COc1cccc(-c2sc3ccc(OC)cc3c2-c2cc(F)cc(OC)c2)c1	8	-24
74	CCN(CC)S(=O)(=O)c1cccc(NC(=O)COC(=O)c2cccs2)c1	25	-6
75	Cc1cc(-n2c(C)cc(C(=O)CSc3nnnn3-c3ccccc3)c2C)no1	24	33
76	Cc1noc(C)c1S(=O)(=O)N(C)C[C@H]1Oc2ccc(NS(=O)(=O)c3ccccc3)cc2C(=O)N([C@H](C)CO)C[C@@H]1C	4	5
77	CS(=O)(=O)Nc1ccc(C(=O)Nc2ccccc2-c2ccccc2)cc1	9	-12
78	COc1ccc(Nc2nc(-c3ccccc3F)nc3ccccc23)cc1OC	11	-11
79	CC(C)(C)n1nc2c(c1NC(=O)Cc1ccccc1)CS(=O)(=O)C2	6	-8
80	CCO[C@H]1OC(C(=O)N2CCN(C)CC2)=C[C@@H](c2ccc(Br)cc2)[C@@H]1CCCO	9	-21
81	Cc1ccc(C)c(N2CCN(S(=O)(=O)c3ccc(-c4ccc(=O)[nH]n4)o3)CC2)c1	20	-23
82	O=C(Nc1ccc(S(=O)(=O)N2CCCCCC2)cc1)c1c(F)cccc1F	26	-4
83	Cc1cccc(N(Cc2ccccc2)C(=O)c2ccccc2F)c1	23	-27
84	COc1ccc(CCN2C(=O)CC(NNC(=O)c3ccc(F)cc3)C2=O)cc1OC (centres undefined)	12	-6

# More records:
nr	molecule	OX1R antag-1	OX1R antag-2
85	CCOC(=O)c1c(-c2ccc(OC)cc2)csc1NC(=O)COc1ccc2c(C)cc(=O)oc2c1	1	-23
86	COc1ccc(-c2[nH]ncc2CN(Cc2nccn2C)C(C)C)c(F)c1	10	-24
87	CCOc1cc(N2CCOCC2)c(OCC)cc1NC(=O)C1CC(=O)N(c2ccccc2OCC)C1 (centres undefined)	4	0
88	CC1CCCCC1NC(=O)CCNS(=O)(=O)c1ccc(Cl)cc1 (centres undefined)	4	-29
89	C[C@H](CO)N1C[C@H](C)[C@@H](CN(C)S(=O)(=O)c2ccccc2)Oc2c(NS(=O)(=O)c3ccc(F)cc3)cccc2C1=O	1	-33
90	Cc1n[nH]c(=O)c2c(NC(=O)CSc3nncn3C(C)C)oc(C)c12	10	-7
91	COC(=O)c1ccc(O)c(Sc2cc(C(=O)OC)ccc2O)c1	67	6
92	O=C(C1CCC1)N1CCN(S(=O)(=O)c2ccc(Br)cc2Cl)CC1	19	-25
93	CC(O)[C@H](NC(=O)C1(c2ccccc2)CCN(C(=O)OC(C)(C)C)CC1)C(=O)O (some centres undefined)	22	4
94	CCCOc1ccc(CCC(=O)N/N=C/c2ccc([N+](=O)[O-])o2)cc1	6	-7
95	CN1CCN(CC(=O)N2c3ccccc3C(=O)Nc3cccnc32)CC1	10	-4
96	C=CCc1cc(C)cc(C)c1OCCn1cncn1	33	-11

# More compounds
nr	molecule	OX1R antag-1	OX1R antag-2
97	O=C(NNC1=NCCN1Cc1ccccc1)c1cccc(C(F)(F)F)c1	10	-11
98	Cc1nn(-c2ccccc2)c(Cl)c1/C=N\NC(=O)c1cncc(Br)c1	7	0
99	COC(=O)C(C)(C(=O)OC)c1ccc(C(F)(F)F)cc1[N+](=O)[O-]	13	4
100	Cc1cc(C)c(C)c(S(=O)(=O)NNC(=O)c2cccc(S(=O)(=O)N3CCOCC3)c2)c1C	5	-27
101	Cc1c(NC(=O)COC(=O)c2ncc(Cl)c(Cl)c2Cl)c(=O)n(-c2ccccc2)n1C	21	-18
102	C(=N\c1nccs1)/c1c[nH]c2ccccc12	11	4
103	O=C(NN1C(=O)/C(=C/c2cc([N+](=O)[O-])ccc2O)SC1=S)c1ccccc1O	14	-9
104	CC(C)CC(NC(=O)c1cccs1)c1nnc(SCc2ccc(Cl)c(Cl)c2)n1C (centres undefined)	19	-47
105	Cc1ccc(N=Nc2c(=O)[nH]n3c(C)cc(C)nc23)cc1	174*	-25
106	Cc1ccc(-c2noc(COc3ccccc3C)n2)cc1	10	-16
107	Cc1cccc(/C=N/n2c(C)nc3ccccc3c2=O)c1	-2	-12
108	O=C(NCCN1CCCCC1)c1c(O)c2ccccc2[nH]c1=O	11	-17

# A second format for 2 compounds above:
(56) CCC(=O)Nc1nnc(SCC(=O)Nc2ccc3c(c2)OCO3)s1
  OX1R antag-1: 13
  OX1R antag-2: 2
(86) COc1ccc(-c2[nH]ncc2CN(Cc2nccn2C)C(C)C)c(F)c1
  OX1R antag-1: 10
  OX1R antag-2: -24

# (more compounds)
nr	molecule	OX1R antag-1	OX1R antag-2
109	CCCCCCSc1cc(-c2nc3ccc(Cl)cn3c2NCCCC)ccc1OC	14	-32
110	COc1cc(/C=N/NC(=O)c2ccccn2)cc2c1OCO2	20	-12
111	CC(C)n1c(NCc2cccs2)nc2ccccc21	3	-15
112	NC(=O)C1=C[C@@H](c2coc3ccccc3c2=O)C[C@@H](OCc2ccc(CO)cc2)O1	3	-11
113	COc1cccc(-c2ccc3c(c2)S(=O)(=O)c2cccc(C(=O)O)c2C3=O)c1OC	20	-6
114	CCCn1c(N)c(C(=O)CN(C)CC(=O)Nc2ccccc2C(F)(F)F)c(=O)[nH]c1=O	1	-35
115	O=C(C[n+]1cn(C(F)F)c2ccccc21)c1ccc(OC(F)F)cc1	9	-7
116	Cc1cc(NC(=O)CCc2ccc(-c3ccccc3)o2)no1	16	-7
117	Cc1ccc(S(=O)(=O)O)c(C)c1N1CCCC1=O	8	-6
118	CCS(=O)(=O)C1=NN2C(=N)/C(=C\c3ccc(OS(=O)(=O)c4ccccc4)c(OC)c3)C(=O)N=C2S1	12	-4

# Records listed above printed as active in OX1R antag-1.
nr	molecule	OX1R antag-1	OX1R antag-2
105	Cc1ccc(N=Nc2c(=O)[nH]n3c(C)cc(C)nc23)cc1	174*	-25
